# Screening results deposited in PubChem by several laboratories.
# CRFR2-BP antag = antagonists of CRF-BP/CRF-R2 complex, primary screen, cell-based, HEK293, calcium dye fluorescence, uHTS; 350,000 tested, 0.59% active; inhibition, % at 11.8 µM; CRF-induced calcium fluorescence;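 active = inhibition of the ligand-induced calcium signal above about 50% at the single tested concentration, limit read from the data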
# IDE act = human IDE activators in live cells, primary screen, fluorescence polarization, HEK cells, FAbeta-B substrate | activation, % at 5.96 µM | 340,000 tested, 0.073% active | FAbeta-B cleavage; 0% vehicle, 100% cell-free pure enzyme wells | Insulin-degrading enzyme (Homo sapiens), P14735;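 active = activation above the mean of all tested compounds plus 3 SD, set per screening campaign, cut at about 17% in these data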
# CRFR2-BP ag = agonists of CRF-BP/CRF-R2 complex, primary screen, cell-based, HEK293, calcium dye fluorescence, uHTS; calcium dye fluorescence (FLIPR); percent of saturating CRF peptide response; activation, % at 13.2 µM; 350,000 tested, 0.46% active;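 active = activation of at least 50%, plus an integration ratio under a set limit after plate pattern correction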;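 note: plate controls were neutral control wells without compound for no effect and CRF at EC100 for full effect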
# GalR3 antag = GalR3 antagonists in HEK293 cells, primary screen, cell-based, fluorescence readout; Galanin receptor type 3 (Homo sapiens), O60755; inhibition, % at 3 µM; 360,000 tested, 0.44% active; HEK293 GalR3-CNG cAMP membrane potential fluorescence; galR3 body fused to GalR1 C-terminus;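 active = inhibition above the screen-wide average plus 3 SD, cut at about 13% in these data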;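 note: forskolin and galanin both at EC90 stimulate the cells; cAMP rise reported by CNG channel membrane potential dye signal; 0% = forskolin plus galanin with DMSO and 100% = forskolin alone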
# MEKK3 PB1 HTS = modulators of MEKK3-MEK5 PB1 binding, primary screen, biochemical, wildtype MEKK3, multiplex bead flow cytometry, Alexa488-MEK5; 290,000 tested, 1.4% active; bead-based flow cytometry, Alexa488-MEK5 binding to MEKK3; actives lie on both sides; 0 = blocked by unlabeled MEK5, 100 = vehicle; binding response (% of control), % at 10 µM;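 active = binding response more than 3 SD above or below the average of its plate-row segment, actives on both sides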;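 note: Alexa488 bead fluorescence after subtracting the streptavidin-only scavenger bead signal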
# PHOSPHO1 block = PubChem AID 1565; inhibition, % at 13.3 µM; 290,000 tested, 1.1% active; recombinant PHOSPHO1, absorbance phosphatase assay; in the data active = inhibition above about 60%
# CHRM4 PAM = human M4 muscarinic receptor positive allosteric modulators, primary screen, CHO-K1 cells, Fluo-8 calcium fluorescence | activation, % at 3 µM | AID 624126, 2012 | 360,000 tested, 0.4% active | CHO-K1 hM4/Gqi5, ACh EC20; 0% = ACh EC20, 100% = maximal ACh | Muscarinic acetylcholine receptor M4 (Homo sapiens), P08173;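 active = activation above its plate's cutoff, the mean activation of sample wells plus 3 SD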; note: some results filed as inactive read as strong as hits
# pCIP destab = p/CIP-EGFP fusion destabilizers, primary screen, fluorescence, F442A cells. Q05BA5. 16 h. decrease of EGFP signal, % at 10 µM. 290,000 tested, 0.01% active. AID 1984, 2009;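 active = EGFP signal decrease of at least 30% at 10 µM or well 3 SD below plate mean, unless failing retest; inactive = the rest, including hits failing retest or dose response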; note: some compounds called inactive have numbers as strong as hits; many of its hits are not listed in these tables
# Target sequence (Q05BA5 1-1403): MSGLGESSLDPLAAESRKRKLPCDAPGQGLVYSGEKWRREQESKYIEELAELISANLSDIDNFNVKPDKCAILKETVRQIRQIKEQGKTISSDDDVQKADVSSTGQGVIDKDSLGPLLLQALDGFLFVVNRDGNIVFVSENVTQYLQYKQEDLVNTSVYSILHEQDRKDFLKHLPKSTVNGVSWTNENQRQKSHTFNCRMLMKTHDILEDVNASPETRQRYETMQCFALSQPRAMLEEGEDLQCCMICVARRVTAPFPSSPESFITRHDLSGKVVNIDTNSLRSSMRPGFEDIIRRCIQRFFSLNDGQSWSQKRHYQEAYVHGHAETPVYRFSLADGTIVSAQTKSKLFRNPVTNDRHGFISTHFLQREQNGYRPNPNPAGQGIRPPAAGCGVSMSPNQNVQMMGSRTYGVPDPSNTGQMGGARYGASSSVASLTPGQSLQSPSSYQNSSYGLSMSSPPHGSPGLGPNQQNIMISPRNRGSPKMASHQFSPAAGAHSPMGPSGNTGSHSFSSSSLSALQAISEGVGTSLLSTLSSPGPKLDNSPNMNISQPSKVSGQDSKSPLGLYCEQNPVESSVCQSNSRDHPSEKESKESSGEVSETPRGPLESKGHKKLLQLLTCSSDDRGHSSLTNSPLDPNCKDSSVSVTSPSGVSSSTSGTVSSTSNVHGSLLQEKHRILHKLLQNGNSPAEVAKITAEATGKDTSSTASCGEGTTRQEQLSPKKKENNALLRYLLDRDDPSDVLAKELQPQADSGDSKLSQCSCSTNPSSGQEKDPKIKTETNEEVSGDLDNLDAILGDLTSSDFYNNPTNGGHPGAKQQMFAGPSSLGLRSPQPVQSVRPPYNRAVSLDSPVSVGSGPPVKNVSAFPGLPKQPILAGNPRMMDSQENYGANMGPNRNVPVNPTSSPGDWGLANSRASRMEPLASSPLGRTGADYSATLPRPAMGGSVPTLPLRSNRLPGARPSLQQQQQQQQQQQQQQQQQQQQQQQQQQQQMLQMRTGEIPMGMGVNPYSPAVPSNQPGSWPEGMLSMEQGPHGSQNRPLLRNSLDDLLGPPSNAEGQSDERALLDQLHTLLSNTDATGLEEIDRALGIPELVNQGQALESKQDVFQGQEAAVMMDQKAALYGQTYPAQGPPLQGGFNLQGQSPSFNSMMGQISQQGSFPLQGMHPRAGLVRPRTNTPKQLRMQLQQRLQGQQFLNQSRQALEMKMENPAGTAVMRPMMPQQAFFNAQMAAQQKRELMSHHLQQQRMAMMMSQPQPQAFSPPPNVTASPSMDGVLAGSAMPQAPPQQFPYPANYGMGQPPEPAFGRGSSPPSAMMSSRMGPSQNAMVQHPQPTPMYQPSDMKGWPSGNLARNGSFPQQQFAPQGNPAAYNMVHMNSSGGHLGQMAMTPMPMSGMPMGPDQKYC
# IDE cell inh = human IDE inhibitors in live cells, primary screen, fluorescence polarization, HEK cells, FAbetaB substrate; Insulin-degrading enzyme (Homo sapiens), P14735; FAbetaB cleavage; 320,000 tested, 0.41% active; AID 434962, 2010; inhibition, % at 5.59 µM;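 active = percent inhibition above the average of all tested compounds plus 3 SD, set per screening campaign, cut at about 16% in these data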;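 note: IDE supplied by intact live HEK cells; FP after avidin binding of uncleaved biotin substrate so inhibition keeps polarization high; 0% = DMSO wells and 100% = 60 µM reference IDE inhibitor Ii1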
# * marks the source's active call; other numbers are inactive results; nt = not tested or not shown.
SMILES,CRFR2-BP antag,IDE act,CRFR2-BP ag,GalR3 antag,MEKK3 PB1 HTS,PHOSPHO1 block,CHRM4 PAM,pCIP destab,IDE cell inh
Clc1ccccc1-c1nnc2sc(C3COc4ccccc4O3)nn12 (stereo unspecified),26.1,6.0,-2.2,1.1,91.0,80.2*,-9.8,3.3,1.6
CCOc1ccccc1CN1CCNC(=O)C1CC(=O)N(C)Cc1cnccn1 (stereo unspecified),12.6,6.3,-7.5,-2.7,101.0,16.2,-0.2,2.8,-1.2
CCN1C(=O)[C@H]2[C@@H](c3ccc(-c4ccc(F)cc4)c(OC)c3)N[C@@](Cc3ccccc3)(C(=O)OC)[C@H]2C1=O,1.7,-2.6,6.0,-4.9,nt,nt,3.6,nt,0.3
O=S(=O)(NCCN1CCCC1)c1ccc(C(F)(F)F)cc1,-3.3,1.9,-2.5,-8.2,98.0,47.9,-6.7,11.2,-0.7
Cn1ccnc1Sc1nnnn1-c1ccccc1,24.8,0.6,0.6,-3.8,97.0,17.5,1.0,4.0,3.4
COc1ccc(OC)c(CCNC(=O)CSc2ccsc2[N+](=O)[O-])c1,6.5,4.7,-0.7,-3.1,97.0,32.0,-4.7,-2.6,1.1
Cc1ccc(N(CC(=O)NC(C)c2ccccc2)S(=O)(=O)c2c(C)noc2C)cc1 (stereo unspecified),-20.2,-2.1,-3.0,-3.0,99.0,6.2,-1.4,-13.1,3.7
CCCOc1ccc(/C(O)=C2/C(=O)C(=O)N(CCN3CCOCC3)C2c2ccccc2)cc1 (stereo unspecified),-4.0,4.6,-0.6,8.1,nt,nt,-0.1,nt,nt
Cc1ccc(N(C)C(=O)c2cc(S(=O)(=O)N3CCCC3)cn2C)cc1,18.3,-4.2,-3.1,nt,102.0,1.8,-7.1,7.5,2.2
CCN1C(=O)[C@H]2[C@H]3CN=C(SCc4ccc(C)cc4)N3[C@@](C)(C(=O)OC)[C@H]2C1=O,-0.3,1.3,-1.4,1.0,nt,nt,-3.9,nt,nt
Cc1cccc(NC(=O)Nc2ccc(Cl)c(Cl)c2)n1,2.0,1.8,-0.2,-9.7,107.0,18.5,-6.0,-8.3,6.2
C/C(=N\OCC(=O)Nc1nc2ccccc2s1)c1ccccc1,-0.3,-2.0,0.2,2.5,104.0,4.7,-5.6,4.5,-0.8
Cc1cc(C)n(C(=O)Cn2nc(C)c(Br)c2C)n1,25.2,2.5,-1.9,-4.3,106.0,19.1,8.6,0.2,2.6
Nn1cnnc1N/N=C\c1ccc(-c2ccccc2[N+](=O)[O-])o1,20.3,3.8,-1.7,-3.3,156.0*,-7.9,-6.8,8.6,nt
COCCN(CC(=O)NC1CCCCC1)C(=O)/C=C/C(=O)c1ccc(OC)cc1O,12.0,0.9,0.0,-1.1,103.0,17.0,-4.9,-0.1,nt
C1CC1Cc1noc(CN2CCN(C3C4CC5CC(C4)CC3C5)CC2)n1 (stereo unspecified),-23.4,-0.7,3.1,-1.2,100.0,23.0,-12.1,-5.5,2.1
Cc1cccc(OC(=O)c2cn(C)nc2C(F)(F)F)c1C,14.7,-5.4,-2.1,-1.3,100.0,16.0,-0.6,-5.5,2.4
Cc1ccnc(NS(=O)(=O)c2ccc(NC(=O)Cc3ccccc3)cc2)n1,-4.8,3.5,-0.9,-2.9,93.0,0.8,2.8,-1.5,-3.3
O=C1NC(=S)NC1=Cc1ccccc1O,-59.8,-51.8,39.4,-4.7,nt,nt,-19.8,nt,nt
Cc1ccc(C2CCN(C(=O)Nc3ccc(F)cc3)C2)cc1 (stereo unspecified),-17.1,-0.2,1.4,-4.2,94.0,-0.7,8.2,8.3,5.5
Oc1ccc2cc(Br)ccc2c1CN1CCCC1,-33.8,7.6,-1.9,-9.9,90.0,5.6,3.4,-0.4,1.4
COC(=O)c1ccc(COc2ccc(Cl)cc2)o1,6.6,1.0,-0.9,-10.2,85.0,34.0,-1.2,-5.9,-1.4
C/C(=N\NC(=O)c1ccc(F)cc1)c1ccc(NC(=O)Cc2ccccc2)cc1,16.7,1.5,2.6,-1.3,102.0,21.8,-1.4,-2.1,2.2
COc1cc(O)c(CCC(=O)c2cc(OC)c(OC)c(OC)c2)c(OC)c1,-7.7,1.4,-1.2,1.9,102.0,-0.3,-7.9,4.1,2.3
O=C(CSc1nnc(-c2ccc(F)cc2)c2ccccc12)Nc1c(F)cccc1F,12.2,3.0,0.3,-1.4,109.0,3.4,5.8,-12.0,2.9
Cc1cccn2c(=O)c(/C=C(\C#N)S(=O)(=O)c3ccccc3)c(N3CCN(C)CC3)nc12,-31.1,4.5,6.1,-1.0,86.0,9.5,3.5,-5.8,3.1
CCc1cccc(NC(=O)C2CCN(S(=O)(=O)c3ccc4c(c3)NC(=O)CO4)CC2)c1,2.2,-1.2,-0.4,-4.8,101.0,10.0,-0.7,-8.8,-0.7
CC(C)(C)C(=O)Nc1c2c(nn1-c1ccccc1)CSC2,-20.2,1.5,-1.6,-7.0,98.0,-38.9,2.4,6.4,-0.9
Cc1c(OCC(=O)NCC2CCC(C(=O)NCCCO)CC2)ccc2c(-c3ccccc3)cc(=O)oc12 (stereo unspecified),7.7,-6.9,-0.6,4.4,102.0,10.6,-5.9,-6.7,6.2
NC(=NCCc1c[nH]c2ccccc12)NS(=O)(=O)c1cc(F)ccc1F,-1.1,2.9,-0.7,-5.0,98.0,-2.4,6.2,4.1,-0.7
COc1ccc(OC)c(NC(=O)c2ccc(CN3CCc4ccccc4C3)cc2)c1,9.0,0.0,0.5,-10.5,92.0,35.6,-2.9,-9.7,4.0
CC(C)c1nc(SCC(=O)N2c3ccccc3CC2C)c2ccccc2n1 (stereo unspecified),-0.3,11.4,-1.0,-5.9,102.0,21.5,-13.2,-4.7,-3.1
CCOC(=O)Cc1csc(NC(=O)c2ccoc2C)n1,-4.4,-7.3,0.7,-5.5,87.0,0.1,12.1,-7.2,-2.8
Cc1cc(-c2nnc(SCC(=O)Nc3ccc(F)cc3F)n2N)n[nH]1,2.2,2.9,-1.4,-6.7,101.0,1.8,-0.9,7.5,8.2
O=C(CCn1ccc2cc(S(=O)(=O)N3CCCC3)ccc21)NCc1cccc(F)c1,12.5,6.1,1.4,-1.0,103.0,22.4,8.0,-4.4,-1.2
COc1ccc(NC(=S)NC(C)C(c2ccccc2)N2CCOCC2)cc1 (stereo unspecified),30.3,5.4,-7.5,-3.9,118.0,-34.5,6.2,-11.2,1.4
C[C@@H]1CCC[C@@]2(O[C@H](CCO)C[C@@H](O)[C@@H]2O)O1,-0.3,1.8,-0.2,-3.8,106.0,11.1,8.5,-5.7,0.7
Cc1ccc(S(=O)(=O)N(C)CC(=O)OCC(=O)N2CC(=O)Nc3ccccc32)cc1,1.4,3.7,-2.8,-1.7,94.0,20.0,-5.7,-7.9,0.5
COc1ccc(N2CCN(C(=O)C3CCN(C(=O)c4ccc([N+](=O)[O-])cc4)CC3)CC2)cc1,13.3,2.4,-0.5,-3.4,101.0,11.1,3.7,-11.2,5.2
O=[N+]([O-])c1ccc(Cl)cc1NCc1cccnc1,4.9,6.5,-3.2,-1.0,nt,nt,-2.6,nt,-1.1
O=C(CCc1nc2ccccc2[nH]c1=O)N/N=C/c1ccccc1,-7.3,2.3,1.0,-0.8,103.0,19.2,-10.4,-2.0,2.2
O=c1[nH]cnc2c1N1CCC2CC1,-20.1,0.1,2.2,0.7,103.0,1.7,20.6,3.7,-1.1
O=C(c1cc(Br)c(Br)s1)N1CCOCC1,-1.5,3.5,-1.1,-1.3,nt,nt,4.9,nt,-2.8
Cc1ccc(C(c2nnnn2Cc2ccccc2)N2CCN(Cc3ccccc3)CC2)cc1 (stereo unspecified),-21.4,2.4,0.0,3.1,97.0,-6.8,-2.3,-9.4,0.3
O=C(CS(=O)(=O)c1ccccc1)Nc1ccc(S(=O)(=O)Nc2ccccn2)cc1,-8.2,3.2,-0.9,0.0,105.0,20.8,0.0,17.2,5.0
CC(C)CCOCC(=O)Oc1ccccc1C(=O)O,10.3,-1.2,0.7,2.0,104.0,-19.3,3.2,9.1,2.5
O=C(N/N=C/c1c[nH]c2ccccc12)c1cccs1,8.2,nt,-1.1,-5.6,94.0,38.6,-3.1,-0.9,-2.3
Cc1nc(NC(=O)CSc2nccn2C)sc1C(=O)N(C)C,-32.6,8.8,2.4,-2.7,103.0,33.4,-3.8,13.8,2.3
CC(=O)OC1C([N+]2(C)CCCCC2)C[C@H]2C3CC[C@H]4C[C@H](OC(C)=O)C([N+]5(C)CCCCC5)CC4(C)[C@H]3CCC12C (stereo partly specified),4.8,4.5,0.1,nt,103.0,nt,-11.6,nt,-2.9
CCCN(CCC)Cc1c(C(=O)N/N=C/C(C)=C\c2ccco2)nnn1-c1nonc1N,-1.7,-3.7,0.1,-5.0,96.0,4.1,0.3,8.6,1.8

# Marked active in PHOSPHO1 block, among the entries above:
SMILES,CRFR2-BP antag,IDE act,CRFR2-BP ag,GalR3 antag,MEKK3 PB1 HTS,PHOSPHO1 block,CHRM4 PAM,pCIP destab,IDE cell inh
Clc1ccccc1-c1nnc2sc(C3COc4ccccc4O3)nn12 (stereo unspecified),26.1,6.0,-2.2,1.1,91.0,80.2*,-9.8,3.3,1.6

# More records:
SMILES,CRFR2-BP antag,IDE act,CRFR2-BP ag,GalR3 antag,MEKK3 PB1 HTS,PHOSPHO1 block,CHRM4 PAM,pCIP destab,IDE cell inh
Cc1cc(-c2csc(N)n2)c(C)n1C,2.6,-0.6,8.4,-2.8,99.0,86.4*,7.7,-17.5,6.7
COCCN(C(=O)COC(=O)/C=C/c1cccc(OC)c1)c1c(N)n(CC(C)C)c(=O)[nH]c1=O,-4.5,4.3,-0.8,-3.4,nt,nt,-3.2,nt,nt
CC(=O)c1ccc(N2CCN(C(=O)c3cc4c(s3)CCCC4)CC2)cc1,20.1,-1.4,-0.4,-4.2,105.0,10.8,-13.3,2.9,7.2
CCN(C(=O)CN1CCN(C)CC1)c1c(N)n(Cc2ccccc2)c(=O)[nH]c1=O,-6.6,4.9,-0.2,-5.5,nt,nt,4.4,nt,-1.9
COCCN(CC(=O)NC1CCCCC1)C(=O)c1csnn1,0.3,3.3,-0.1,1.1,98.0,28.4,7.2,-9.0,2.7
CC(=O)Nc1ccc(S(=O)(=O)N(CC(=O)NC2CC2)Cc2ccccc2)cc1,-6.6,0.2,0.3,-7.3,nt,nt,6.1,nt,-2.3
O=S(=O)(c1c(F)cccc1F)N1CCN(C(=S)NCc2ccc3c(c2)OCO3)CC1,-11.1,0.4,-0.5,-1.0,57.0,5.0,2.0,1.4,0.5
CCn1c2ccc(C)cc2c2nnc(SCCN3CCOCC3)nc21,2.7,7.0,0.6,2.4,108.0,-36.4,-3.8,-13.5,3.6
COc1ccc(C(=O)Nc2ccc3ccccc3c2)cc1OC,-5.5,-10.3,-1.6,-3.1,108.0,34.8,-2.8,0.6,9.2

# Compounds as they come. Share with any hit: about 4.2%.
